TNAP act hi DEA: TNAP activators at high phosphate acceptor level, primary screen, biochemical, luminescence, uHTS | Alkaline phosphatase, tissue-nonspecific isozyme (Homo sapiens), P05186 | purified TNAP, CDP-star luminescence, 1 M DEA, 30 min; active compounds read high; 0 = EDTA background, 1 = DMSO-only activity | activation factor at 20 µM | 200,000 tested, under 10 active;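 active = activation factor at least 2 at 20 µM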
Target sequence (P05186 whole entry, looked up): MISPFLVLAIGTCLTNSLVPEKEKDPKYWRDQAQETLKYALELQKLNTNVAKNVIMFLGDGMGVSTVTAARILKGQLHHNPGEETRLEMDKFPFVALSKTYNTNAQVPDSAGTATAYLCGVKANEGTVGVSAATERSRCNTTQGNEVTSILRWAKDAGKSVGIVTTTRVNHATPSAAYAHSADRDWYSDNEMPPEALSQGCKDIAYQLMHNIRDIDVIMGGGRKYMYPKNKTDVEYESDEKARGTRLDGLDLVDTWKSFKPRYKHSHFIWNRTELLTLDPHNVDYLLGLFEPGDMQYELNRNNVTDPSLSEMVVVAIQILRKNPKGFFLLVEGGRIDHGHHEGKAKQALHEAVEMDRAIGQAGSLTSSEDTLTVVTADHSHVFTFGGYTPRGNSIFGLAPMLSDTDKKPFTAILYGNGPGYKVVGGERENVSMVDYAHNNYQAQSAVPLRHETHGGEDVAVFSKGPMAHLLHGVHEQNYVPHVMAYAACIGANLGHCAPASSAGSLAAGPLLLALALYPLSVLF
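system = human TNAP | amount = enzyme diluted 1/800 final | reagent = 100 µM CDP-star substrate | signal = luminescent substrate turnover signal | dosing = one dose, 20 µM | benchmarks = EDTA negative control, DMSO positive control | measure = activation factor | timing = 30 min reaction, room temperature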
bIAP act: bovine intestinal alkaline phosphatase activators, primary screen, biochemical, bovine IAP, CDP-star luminescence; 200,000 compounds, 0.17% hits; alkaline phosphatase, intestinal [Bos taurus]; activation factor at 20 µM; purified bovine IAP, 30 min; active compounds read high; fold of DMSO-control signal, blank-subtracted; AID 1016, 2008;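 active = activation factor of 2 or more at 20 µM, a signal rise over negative controls twice the positive control's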
bIAP inhibitor: bovine intestinal alkaline phosphatase inhibitors, primary screen, selectivity assay for TNAP inhibitor project, biochemical, bovine IAP, CDP-star luminescence. inhibition, % at 20 µM. alkaline phosphatase, intestinal [Bos taurus]. purified bovine IAP, 30 min. 190,000 tested, under 10 active;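 active = over 50% inhibition of intestinal alkaline phosphatase at 20 µM in the single-dose screen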
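System: Purified bovine intestinal alkaline phosphatase (IAP) enzyme | Input: IAP diluted 1/65,000,000 in the well | Also added: CDP-star chemiluminescent phosphatase substrate, 30 µM final | Dosing: 20 µM single dose | Times: Enzyme reaction for 30 min at room temperature | Detection: Luminescence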
PMI act: activators of human PMI, primary screen, biochemical, fluorescence intensity, near-Km mannose 6-phosphate; purified human PMI, coupled resazurin fluorescence, 20 min; active compounds read high; 1 = vehicle control, 0 substrate-free wells; activation factor at 20 µM; 190,000 compounds, 0.005% hits;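 active = activation factor of 2 or more at 20 µM, relative to plate controls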
Target sequence (P34949 whole entry, looked up): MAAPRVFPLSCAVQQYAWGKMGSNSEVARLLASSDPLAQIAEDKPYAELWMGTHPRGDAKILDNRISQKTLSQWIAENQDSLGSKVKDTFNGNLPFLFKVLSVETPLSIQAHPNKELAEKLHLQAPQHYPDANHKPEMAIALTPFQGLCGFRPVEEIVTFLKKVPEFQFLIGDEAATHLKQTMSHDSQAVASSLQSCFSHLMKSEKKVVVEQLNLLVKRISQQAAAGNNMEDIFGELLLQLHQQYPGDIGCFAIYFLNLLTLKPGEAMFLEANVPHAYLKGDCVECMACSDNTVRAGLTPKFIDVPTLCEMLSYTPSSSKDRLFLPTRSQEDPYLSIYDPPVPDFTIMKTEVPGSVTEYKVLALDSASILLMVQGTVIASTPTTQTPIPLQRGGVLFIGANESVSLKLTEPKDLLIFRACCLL
TNAP inh noacc: human TNAP enzyme inhibitors, primary screen, biochemical, luminescent, no phosphate acceptor, uHTS; purified TNAP, CDP-star luminescence, 30 min; 200,000 compounds, 0.26% hits; AID 1012, 2008; inhibition, % at 20 µM;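 active = tissue-nonspecific alkaline phosphatase inhibition above about 50% at 20 µM in the single-dose screen, limit read from the data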;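 also: 0% = DMSO negative control and 100% = EDTA positive control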
Lmaj promast: Leishmania major promastigote growth inhibition, primary screen | Leishmania major promastigotes, resazurin fluorescence viability | inhibition, % at 10 µM | 200,000 compounds, 9% hits | AID 1063, 2008; in the data active = inhibition above about 50%;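 also: promastigotes grown with compound for 44 hours at 28 °C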
TNAP inh hi DEA: human TNAP enzyme inhibitors, primary screen, biochemical, luminescent, high phosphate acceptor level, uHTS; Alkaline phosphatase, tissue-nonspecific isozyme (Homo sapiens), P05186; purified TNAP, CDP-star luminescence, 1 M DEA; inhibition, % at 20 µM; 200,000 compounds, 0.03% hits;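 active = over 50% inhibition of tissue-nonspecific alkaline phosphatase at 20 µM in the single-dose screen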;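 also: plate controls were DMSO wells for no effect and EDTA-quenched wells as full inhibition for full effect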
Diaph inh CS: diaphorase inhibitors and chemical oxidizers, primary screen, counter-screen for diaphorase-coupled primary assays, biochemical, uHTS, resorufin fluorescence | inhibition, % at 20 µM | AID 1217, 2008 | diaphorase resazurin-to-resorufin fluorescence, NADH, 16 min; bacterial (C. kluyveri) enzyme, not human | 190,000 compounds, 0.69% hits;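 active = primary screen inhibition at 20 µM above a set limit, cut at about 50% in these data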;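 also: plate controls were DMSO with full reaction for no effect and wells lacking NADH for full effect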
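System: Diaphorase enzyme from Clostridium kluyveri | Amount: Enzyme working solution with 0.14 U/mL diaphorase | Benchmarks: No-NADH positive control and DMSO neutral control | Signal: Fluorescence of resorufin formed from resazurin, Ex 544/Em 590 nm | Schedule: 16-min room-temperature incubation before reading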
PMI act satM6P: human PMI activators, high substrate, primary screen, biochemical, fluorescence intensity, near-saturating mannose 6-phosphate; Mannose-6-phosphate isomerase (Homo sapiens), P34949; coupled PMI enzyme assay, resazurin fluorescence, 20 min; active compounds read high; 1 = untreated enzyme, 0 = substrate-free blank; activation factor at 20 µM; 190,000 compounds, 0.34% hits; AID 1216, 2008;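 active = activation factor of 2 or more at 20 µM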
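Technique: Diaphorase-driven resazurin-to-resorufin fluorescence, excitation 544, emission 590 nm | Assay system: Human PMI in coupled enzyme assay | Times: Enzyme reaction with compound 20 min at room temperature | Medium: HEPES-buffered pH 7.4 with magnesium and detergent | Reagent: Mannose-6-phosphate 1.0 mM (near-saturating) plus 0.22 mM NADP+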
Diaph act CS: compounds boosting diaphorase resazurin reduction – biochemical, uHTS, resorufin fluorescence, counter-screen for diaphorase-coupled primary assays, primary screen; Diaphorase/resazurin coupled assay, 16 min; active compounds read high; 1 = vehicle wells, 0 = NADH-free wells; activation factor at 20 µM; 190,000 compounds, 0.005% hits;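 active = diaphorase activity raised at least twofold by the compound at 20 µM; inactive = activation factor below 2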
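Material: purified diaphorase enzyme from Clostridium kluyveri / Medium: HEPES pH 7.4 buffer with MgCl2 and Tween 20 / Schedule: enzyme reaction of 16 min at room temperature / Measured by: resorufin fluorescence, excitation 544 nm, emission 590 nm / Evaluation: rise in resorufin formation, marking diaphorase activation or chemical reduction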
The depositor's hits bear a star.

Results for Cc1ccc(C(=O)N(CC(=O)NC2CCCC2)Cc2cccs2)s1 ?
TNAP act hi DEA: 1; bIAP act: 1; bIAP inhibitor: -2; PMI act: 1.2; TNAP inh noacc: 12; Lmaj promast: 8; TNAP inh hi DEA: 0; Diaph inh CS: 1; PMI act satM6P: 1; Diaph act CS: 1

What do the screens show for `Cc1ccc(OCc2nnc(SC3CCc4ccccc4C3=O)n2C)cc1` (stereo unspecified)?
TNAP act hi DEA: 1; bIAP act: 0.9; bIAP inhibitor: 5; PMI act: 0.7; TNAP inh noacc: 3; Lmaj promast: -2; TNAP inh hi DEA: -3; Diaph inh CS: 29; PMI act satM6P: 0.5; Diaph act CS: 0.7

How did CCOc1cc(C(=O)Nc2ccc3c(c2)OCO3)ccc1OCCOc1ccccc1Cl do in these assays?
TNAP act hi DEA: 1; bIAP act: 1; bIAP inhibitor: -4; PMI act: 0.9; TNAP inh noacc: -6; Lmaj promast: -3; TNAP inh hi DEA: 1; Diaph inh CS: 11; PMI act satM6P: 0.9; Diaph act CS: 0.9

What do the screens show for `Cc1nn(-c2ccccc2)c(Cl)c1/C=N/NC(=O)c1cccnc1`?
TNAP act hi DEA: 1; bIAP act: 0.9; bIAP inhibitor: 10; PMI act: 0.9; TNAP inh noacc: -9; Lmaj promast: -3; TNAP inh hi DEA: 0; Diaph inh CS: 4; PMI act satM6P: 1; Diaph act CS: 1

How did O=C(O)c1cccc(NC(=O)c2cc(-c3cccc(Cl)c3)nc3ccccc23)c1 do in these assays?
TNAP act hi DEA: 1; bIAP act: 1.2; bIAP inhibitor: -17; PMI act: 1; TNAP inh noacc: -11; Lmaj promast: -5; TNAP inh hi DEA: -2; Diaph inh CS: 24; PMI act satM6P: 0.8; Diaph act CS: 0.8

What do the screens show for `O=C(O)C1CCCCC1C(=O)Nc1nccs1` (stereo unspecified)?
TNAP act hi DEA: 1; bIAP act: 0.9; bIAP inhibitor: 11; PMI act: 0.9; TNAP inh noacc: -7; Lmaj promast: 1; TNAP inh hi DEA: -2; Diaph inh CS: 17; PMI act satM6P: 0.9; Diaph act CS: 0.8

How did CCOC(=O)Cn1nc(/C=C/c2ccc(C)cc2)ccc1=O do in these assays?
TNAP act hi DEA: 1; bIAP act: 1; bIAP inhibitor: 0; PMI act: 1.1; TNAP inh noacc: -12; Lmaj promast: -4; TNAP inh hi DEA: 0; Diaph inh CS: 6; PMI act satM6P: 1; Diaph act CS: 0.9

What do the screens show for `O=C(COC(=O)C1CCC(=O)N1)Nc1cc(Cl)ccc1Cl` (stereo unspecified)?
TNAP act hi DEA: 1; bIAP act: 1; bIAP inhibitor: -2; PMI act: 1; TNAP inh noacc: -4; Lmaj promast: -7; TNAP inh hi DEA: -1; Diaph inh CS: 6; PMI act satM6P: 1.1; Diaph act CS: 0.9

What do the screens show for `Fc1ccc(CN2CCCCCCC2)c(F)c1`?
TNAP act hi DEA: 1; bIAP act: 0.8; bIAP inhibitor: 16; PMI act: 0.9; TNAP inh noacc: -14; Lmaj promast: -7; TNAP inh hi DEA: -2; Diaph inh CS: 10; PMI act satM6P: 1; Diaph act CS: 0.9

How did CCCCn1c(CN(C)Cc2ccccc2)nc2c1c(=O)n(C)c(=O)n2C do in these assays?
TNAP act hi DEA: 1; bIAP act: 1.1; bIAP inhibitor: -10; PMI act: 1; TNAP inh noacc: -4; Lmaj promast: 5; TNAP inh hi DEA: 0; Diaph inh CS: 9; PMI act satM6P: 1; Diaph act CS: 0.9

What do the screens show for `COc1ccc(C(c2nnnn2C2CCCC2)N2CCC(C)CC2)cc1` (stereo unspecified)?
TNAP act hi DEA: 1; bIAP act: 1.1; bIAP inhibitor: -10; PMI act: 0.8; TNAP inh noacc: -4; Lmaj promast: 90*; TNAP inh hi DEA: 1; Diaph inh CS: 16; PMI act satM6P: 0.9; Diaph act CS: 0.8

What do the screens show for `Cc1cnc(SCCc2ccncc2)nc1C`?
TNAP act hi DEA: 1; bIAP act: 0.9; bIAP inhibitor: 11; PMI act: 0.9; TNAP inh noacc: -12; Lmaj promast: 14; TNAP inh hi DEA: -4; Diaph inh CS: 21; PMI act satM6P: 0.9; Diaph act CS: 0.8

How did CC1=CC(C)(C(Cl)Cl)C(C)=CC1=O (stereo unspecified) do in these assays?
TNAP act hi DEA: 1; bIAP act: 0.9; bIAP inhibitor: 6; PMI act: 0.9; TNAP inh noacc: -3; Lmaj promast: -3; TNAP inh hi DEA: 3; Diaph inh CS: 13; PMI act satM6P: 0.9; Diaph act CS: 0.9

How did Cc1ccc(N2CCN(C(=O)c3cccc([N+](=O)[O-])c3)CC2)cc1Cl do in these assays?
TNAP act hi DEA: 1.1; bIAP act: 1; bIAP inhibitor: -2; PMI act: 0.9; TNAP inh noacc: -11; Lmaj promast: 0; TNAP inh hi DEA: -6; Diaph inh CS: 15; PMI act satM6P: 1; Diaph act CS: 0.9

How did C/C=C/c1ccc(OCC(=O)OCc2csc(Nc3ccc(C)cc3)n2)c(OC)c1 do in these assays?
TNAP act hi DEA: 1.1; bIAP act: 1.3; bIAP inhibitor: -31; PMI act: 0.8; TNAP inh noacc: -9; Lmaj promast: 39; TNAP inh hi DEA: -7; Diaph inh CS: 24; PMI act satM6P: 0.8; Diaph act CS: 0.8

What do the screens show for `COc1ccc(/C=C/C(=O)OC2CCCN(C)C2)cc1` (stereo unspecified)?
TNAP act hi DEA: 1; bIAP act: 1.1; bIAP inhibitor: -12; PMI act: 1; TNAP inh noacc: 11; Lmaj promast: 2; TNAP inh hi DEA: 4; Diaph inh CS: -6; PMI act satM6P: 1.1; Diaph act CS: 1.1

How did COc1ccc(-c2cc(C(F)(F)F)n3nc(C(=O)O)nc3n2)cc1 do in these assays?
TNAP act hi DEA: 1.1; bIAP act: 0.9; bIAP inhibitor: 8; PMI act: 1; TNAP inh noacc: -14; Lmaj promast: -3; TNAP inh hi DEA: -5; Diaph inh CS: 7; PMI act satM6P: 1.1; Diaph act CS: 0.9

How did Cc1cc(O)c(C(C)C)cc1NC(=O)c1ccc(Cl)cc1 do in these assays?
TNAP act hi DEA: 1; bIAP act: 0.8; bIAP inhibitor: 22; PMI act: 0.9; TNAP inh noacc: -8; Lmaj promast: 45; TNAP inh hi DEA: -3; Diaph inh CS: 9; PMI act satM6P: 1; Diaph act CS: 0.9

Results for COc1ccc(OC)c(S(=O)(=O)Nc2ccc(C)c(C)c2)c1 ?
TNAP act hi DEA: 1; bIAP act: 0.9; bIAP inhibitor: 11; PMI act: 1; TNAP inh noacc: -5; Lmaj promast: 9; TNAP inh hi DEA: -2; Diaph inh CS: 13; PMI act satM6P: 1; Diaph act CS: 0.9

What do the screens show for `CC1(C)CC(=O)C2=C(C1)Nc1cc3c(cc1C2c1ccc(F)cc1)OCO3` (stereo unspecified)?
TNAP act hi DEA: 1.1; bIAP act: 0.9; bIAP inhibitor: 8; PMI act: 0.8; TNAP inh noacc: -10; Lmaj promast: 100*; TNAP inh hi DEA: -7; Diaph inh CS: 30; PMI act satM6P: 0.9; Diaph act CS: 0.7

Among those listed so far, 3 have a COOH group:
How did O=C(O)c1cccc(NC(=O)c2cc(-c3cccc(Cl)c3)nc3ccccc23)c1 do in these assays?
TNAP act hi DEA: 1; bIAP act: 1.2; bIAP inhibitor: -17; PMI act: 1; TNAP inh noacc: -11; Lmaj promast: -5; TNAP inh hi DEA: -2; Diaph inh CS: 24; PMI act satM6P: 0.8; Diaph act CS: 0.8

What do the screens show for `O=C(O)C1CCCCC1C(=O)Nc1nccs1` (stereo unspecified)?
TNAP act hi DEA: 1; bIAP act: 0.9; bIAP inhibitor: 11; PMI act: 0.9; TNAP inh noacc: -7; Lmaj promast: 1; TNAP inh hi DEA: -2; Diaph inh CS: 17; PMI act satM6P: 0.9; Diaph act CS: 0.8

How did COc1ccc(-c2cc(C(F)(F)F)n3nc(C(=O)O)nc3n2)cc1 do in these assays?
TNAP act hi DEA: 1.1; bIAP act: 0.9; bIAP inhibitor: 8; PMI act: 1; TNAP inh noacc: -14; Lmaj promast: -3; TNAP inh hi DEA: -5; Diaph inh CS: 7; PMI act satM6P: 1.1; Diaph act CS: 0.9

The listing continues.
How did CC(C)C[C@H](NC(=O)c1nc[nH]c1C(=O)N(C)Cc1ccccc1)C(=O)OC(C)(C)C do in these assays?
TNAP act hi DEA: 1; bIAP act: 1.7; bIAP inhibitor: -67; PMI act: 0.9; TNAP inh noacc: -3; Lmaj promast: 18; TNAP inh hi DEA: -4; Diaph inh CS: 21; PMI act satM6P: 0.9; Diaph act CS: 0.8

Results for N=c1c2ccccc2nnn1-c1cccc(C(F)(F)F)c1 ?
TNAP act hi DEA: 1; bIAP act: 1.2; bIAP inhibitor: -16; PMI act: 1; TNAP inh noacc: -10; Lmaj promast: -1; TNAP inh hi DEA: 0; Diaph inh CS: 3; PMI act satM6P: 0.9; Diaph act CS: 1

How did Cc1csc(SCC(=O)N2CCN(S(=O)(=O)c3ccccc3)CC2)n1 do in these assays?
TNAP act hi DEA: 1; bIAP act: 1; bIAP inhibitor: 5; PMI act: 1.1; TNAP inh noacc: -10; Lmaj promast: -8; TNAP inh hi DEA: -1; Diaph inh CS: 6; PMI act satM6P: 1.1; Diaph act CS: 0.9

Results for O=[N+]([O-])c1ccccc1Nc1ccc(O)cc1 ?
TNAP act hi DEA: 0.8; bIAP act: 0.6; bIAP inhibitor: 39; PMI act: 0.8; TNAP inh noacc: 22; Lmaj promast: 5; TNAP inh hi DEA: 25; Diaph inh CS: 14; PMI act satM6P: 0.8; Diaph act CS: 0.9
